Bioassay records deposited in PubChem BioAssay by several laboratories.
MrgX1 antagonist: human MrgX1 receptor antagonism, primary screen. 1.3% of 310,000 active. MRGX1-HEK293 calcium flux, Fluo-4, BAM8-22 antagonism; stronger effect = lower value. B-score at 10 µM;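 active means calcium-response B-score plate-corrected more than 3 library SD below zero, starting fluorescence within 5 deviations, no agonist response on first addition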;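 further: peak minus trough fluorescence over baseline after final BAM8-22 challenge near maximal dose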
AI-2 QS mod: modulators of Vibrio harveyi AI-2 quorum sensing system; Vibrio harveyi JMH597 AI-2 luminescence/OD600 ratio, 9 h; stronger effect = lower value; strain lacks LuxN and CqsS sensors; 0 = neutral-control median; 0.4% of 300,000 active; activity change, % at 7.5 µM; in the data active means activity change below about -75%, passing the limit was not always enough;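 further: luminescence divided by OD600 gain over 9 h not by final OD600 alone; inactives centre near 13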
TRPC4 act: opens the mouse TRPC4 cation channel. Q9QUQ5. HEK293 TRPC4beta/mu-opioid, Fluo4 calcium fluorescence; stronger effect = higher value. B-score at 10 µM. 0.49% of 310,000 active. AID 2237;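 active means B-score above 5 SD of library B-scores, and initial fluorescence ratio not above library mean plus 5 SD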;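 further: positive B-score marks a calcium rise read as TRPC4 activation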
Target sequence (Q9QUQ5 whole entry, looked up): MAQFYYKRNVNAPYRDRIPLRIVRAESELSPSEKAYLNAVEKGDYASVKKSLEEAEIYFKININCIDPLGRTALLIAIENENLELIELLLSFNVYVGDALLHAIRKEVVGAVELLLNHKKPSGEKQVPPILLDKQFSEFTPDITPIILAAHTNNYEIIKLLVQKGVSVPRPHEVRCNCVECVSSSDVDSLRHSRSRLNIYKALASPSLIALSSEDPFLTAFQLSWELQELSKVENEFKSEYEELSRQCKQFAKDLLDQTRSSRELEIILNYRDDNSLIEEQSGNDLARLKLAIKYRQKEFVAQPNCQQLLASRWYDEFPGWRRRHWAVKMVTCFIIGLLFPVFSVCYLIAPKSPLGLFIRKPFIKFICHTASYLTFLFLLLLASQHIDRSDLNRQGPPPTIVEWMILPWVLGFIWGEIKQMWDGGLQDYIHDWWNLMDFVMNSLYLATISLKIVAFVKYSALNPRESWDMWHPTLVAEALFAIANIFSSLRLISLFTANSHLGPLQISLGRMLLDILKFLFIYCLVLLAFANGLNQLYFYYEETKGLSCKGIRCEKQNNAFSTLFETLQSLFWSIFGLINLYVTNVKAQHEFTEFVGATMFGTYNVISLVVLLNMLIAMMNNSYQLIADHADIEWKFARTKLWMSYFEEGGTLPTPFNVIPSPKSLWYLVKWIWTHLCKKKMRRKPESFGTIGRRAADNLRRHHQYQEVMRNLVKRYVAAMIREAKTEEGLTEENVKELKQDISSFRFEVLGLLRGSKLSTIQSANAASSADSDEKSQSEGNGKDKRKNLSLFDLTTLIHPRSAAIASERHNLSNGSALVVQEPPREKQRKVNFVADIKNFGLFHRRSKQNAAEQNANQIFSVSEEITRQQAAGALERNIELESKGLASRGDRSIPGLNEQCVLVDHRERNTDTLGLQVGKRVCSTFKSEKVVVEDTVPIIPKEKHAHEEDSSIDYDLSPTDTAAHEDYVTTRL
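Assay system: HEK293 stable line with TRPC4beta plus mu-opioid receptor. Times: dye 45 min RT, read 110 s. Measured by: kinetic Fluo4 calcium fluorescence. Measure: B score of integrated ratio. Controls: assay buffer as low control, maximal DAMGO as high control.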
PolyA inhibitor: inhibitors of polyadenylation in S. cerevisiae; S. cerevisiae SKY197-pL101 polyadenylation reporter, beta-gal luminescence; efflux-impaired pdr1/pdr3 knockout yeast; score 100 = 6 SD above DMSO; calls only at 12 µM; 0.02% of 300,000 active;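 active means lowest replicate activity score at least 50, where 100 means six control SD above control mean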;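 further: yeast exposed to compound for 9 h at 30 °C; higher score means more reporter readthrough which indicates perturbed polyadenylation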
MrgX1 PAM: human MrgX1 positive allosteric modulation, primary screen | B-score at 10 µM | 0.63% of 310,000 active | MrgX1-HEK293, Fluo-4 calcium flux, FDSS; stronger effect = higher value | AID 588675 | Q96LB2;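 active means plate-corrected calcium response at least 3 library SD above typical, normal starting fluorescence, not activating the receptor alone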;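 further: compound read alongside a low EC10 to EC30 dose of BAM8-22 agonist; peak minus trough fluorescence over baseline measured at the second addition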
TRPC4 inh: blocks the mouse TRPC4 cation channel | Q9QUQ5 | B-score at 10 µM | 0.39% of 300,000 active | HEK293 TRPC4beta/mu-opioid, DAMGO-evoked Fluo4 calcium flux; stronger effect = lower value;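 active means B-score over 3 SD under the library average, no early fluorescence shift, positive overall ratio signal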
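Test system – stable TRPC4beta/mu-opioid receptor HEK293 cells · Probe or stimulus – DAMGO, a submaximal dose followed by a maximal one · Dosing – one concentration per compound · Signal – Fluo4 calcium fluorescence by kinetic imaging, 5 s 1 Hz baseline · Evaluation – per-well B score of integrated baseline-normalized Fluo4 ratio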
TRPC4 potent: TRPC4 (mouse) allosteric potentiation. Q9QUQ5. HEK293 TRPC4beta/mu-opioid, DAMGO EC20, Fluo-4 Ca2+ flux; stronger effect = higher value. B-score at 10 µM. 0.42% of 310,000 active;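 active means B-score of calcium response area above 5 SD of library B-scores, with initial fluorescence ratio within 5 SD of library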;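 further: B-score of integrated fluorescence ratio over time as area under calcium response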
HIF act: HIF pathway transcriptional activation | activation, % at 7.5 µM (by protocol) | AID 1910 | 0.32% of 300,000 active | U2OS HRE-luciferase reporter, luminescence; normalized: DMSO 0%, desferrioxamine 100%;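 active means mean activation of at least 10% of the iron chelator positive control signal, with at least half of replicates also reaching 10%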
MrgX1 ag: activates human MrgX1 receptor signaling; MrgX1-HEK293 cells, Fluo-4 calcium fluorescence, agonist mode; stronger effect = higher value; B-score at 10 µM; 0.44% of 310,000 active; AID 588627;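 active means calcium response B-score plate-corrected fluorescence ratio at least 3 library SD, with starting fluorescence B-score inside 5 SD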
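Assay system: stable human MrgX1 HEK293 cell line. Quantity: 15,000 cells per well. Schedule: cells plated overnight, dye loaded 0.5 h 37 °C, 0.5 h room temperature. Detection: Fluo-4 NW calcium-flux fluorescence, kinetic read. Read-out basis: peak-minus-minimum fluorescence over baseline, converted to B scores. Control set: positive and negative control wells on each plate.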
TRPC6 act: mouse TRPC6 channel activation; 0.13% of 310,000 active; HEK293-TRPC6 membrane potential dye fluorescence; stronger effect = higher value; B-score at 10 µM; AID 2550; Q61143;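 active means B-score of the integrated fluorescence ratio above library mean plus 3 SD, and starting fluorescence ratio within library mean plus 5 SD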;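 further: higher score means more depolarization so channel activation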
TRPC6 inh: inhibitors of mouse TRPC6 channel; Q61143; HEK293-TRPC6, membrane potential dye, ACh-evoked depolarization; stronger effect = lower value; B-score at 10 µM; 1.1% of 310,000 active;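 active means B-score under library mean minus 3 SD, initial fluorescence not abnormally high, positive integrated signal ratio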;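 further: B-score derived from integrated fluorescence ratio over the kinetic read; more negative B-score means stronger inhibition of depolarization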
Active calls of the source: *; i = inactive; . = no result given.

Screens in order: MrgX1 PAM, PolyA inhibitor, TRPC6 inh, TRPC4 potent, TRPC4 act, HIF act, MrgX1 ag, TRPC6 act, AI-2 QS mod, TRPC4 inh, MrgX1 antagonist
COc1ccc(OCC(=O)N/N=C(\C)CC(=O)Nc2ccc(OC)cc2[N+](=O)[O-])cc1
  i, i, i, i, i, 0.3, i, i, 33, i, i
C=C(C)CNC(=S)NNC(=O)c1ccco1
  i, i, i, i, i, 0.3, i, i, 12, i, i
S=C(NCc1ccc(Cl)cc1)NCc1ccccn1
  i, i, i, i, i, ., i, i, -11, i, i
Cc1ccc(Nc2nc(N)c([N+](=O)[O-])c(N3CCCC(C)C3)n2)cc1C (stereo unspecified)
  i, i, i, i, i, -0.4, i, i, 27, i, i
O=C(NCCCN1CCOCC1)c1onc(CSc2ccncc2)c1C(=O)NCCCN1CCOCC1
  i, i, i, i, i, -0.5, i, i, 13, i, i
N/C(=N\OC(=O)c1ccc([N+](=O)[O-])cc1)c1ccccn1
  i, i, i, i, i, ., i, i, 28, i, i
COc1ccc(S(=O)(=O)NNC(=O)c2ccc([N+](=O)[O-])cc2)cc1
  i, i, i, i, i, -27, i, i, 30, i, i
O=C(NCCc1nc2ccccc2[nH]1)/C(=C/c1ccco1)NC(=O)c1ccc(Br)cc1
  i, i, i, i, i, 0.5, i, i, 0, i, i
Cc1ccc(C(=O)c2nocc2C(=O)c2cccs2)cc1
  i, i, i, i, i, 0.0, i, i, -56, i, i
CCOc1ccc2ccccc2c1CNCCc1ccc(S(N)(=O)=O)cc1
  i, i, i, i, i, -0.2, i, i, 4, -6*, -4.8*
S=C(NCCN1CCCCC1)Nc1ccc(Br)cc1
  i, i, i, i, i, 0.2, i, i, 13, i, i
CCc1ccc(CNC(=O)CN2C(=O)COc3ccccc32)cc1
  i, i, i, i, i, -0.2, i, i, 4, i, i
CCS(=O)(=O)N1CCC(C(=O)NCC2CCCO2)CC1 (stereo unspecified)
  i, i, i, i, i, -0.1, i, i, 8, i, i
CCOC(=O)C(NS(=O)(=O)c1ccc(C)cc1)(C(F)(F)F)P(=O)(OCC(C)C)OCC(C)C (stereo unspecified)
  i, i, i, i, i, -0.2, i, i, 33, i, i
COc1ccc(NC(=O)C2CC(c3ccc(Cl)cc3)=NO2)cc1OC (stereo unspecified)
  i, i, i, i, i, -13, i, i, ., i, i
CN1CCN(CC(=O)Nc2ccccc2Oc2ccccc2)CC1
  i, i, i, i, i, -0.1, i, i, 18, i, i
C=CCSc1nc(C)c(CCC(C)C)c(=O)[nH]1
  i, i, i, i, i, -1.0, i, i, 52, i, i
CC(NC(=O)c1cccs1)c1nnc(SCc2ccc(Cl)cc2Cl)n1C (stereo unspecified)
  i, i, i, i, i, -0.6, i, i, 0, i, i
Cc1cccc(N2C(=O)CC(N3CCC(c4nc5ccccc5[nH]4)CC3)C2=O)c1 (stereo unspecified)
  i, i, i, i, i, 0.1, i, i, 23, i, i
Cn1c(=O)[nH]c(=O)c2c1nc(N/N=C/c1cccnc1)n2Cc1ccc(Cl)cc1
  i, i, i, i, i, 0.1, i, i, 8, i, i
CN(CC(=O)Nc1ccc(N2CCOCC2)cc1)C(=O)C1CCCC1
  i, i, i, i, i, 0.1, i, i, 25, i, i
O=C(NCCN1CCOCC1)C1CC(=O)N(c2ccc(F)cc2)C1 (stereo unspecified)
  i, i, i, i, i, -0.3, i, i, 9, i, i
Cc1cccc(CCNS(=O)(=O)c2cnc[nH]2)c1
  i, i, i, i, i, 0.5, i, i, 14, i, i
Cc1cc(C)c2sc(N(CCN(C)C)C(=O)c3c(F)cccc3F)nc2c1
  i, i, i, i, i, 0.3, i, i, 3, i, i
CCC(CC)COC(=O)C(C#N)c1nc2ccccc2nc1N1CCOCC1 (stereo unspecified)
  i, i, i, i, i, 0.4, i, i, 14, i, i
CCN1C(=O)CC(c2ccco2)Sc2ccccc21 (stereo unspecified)
  i, i, i, i, i, 0.1, i, i, -11, i, i
CC1CCN(C(=O)C2CCN(S(=O)(=O)N3CCC4(CC3)OCCO4)CC2)CC1
  i, i, i, i, i, -0.1, i, i, 5, i, i
Cc1cc(C)nc(NC(=NCCc2c[nH]c3ccccc23)NC(=O)c2ccco2)n1
  i, i, i, i, i, -0.1, i, i, 15, i, i
Cc1sc(/N=C/c2c(O)ccc3ccccc23)c(C#N)c1C
  i, i, i, i, i, -0.4, i, i, 9, i, i
CC1(C)CC(=O)C2=C(C1)N(c1ccccc1)C(N)=C(C#N)C2c1ccccc1 (stereo unspecified)
  i, i, i, i, i, -0.8, i, i, 20, i, i
Cn1nc(-c2ccc(Cl)cc2)c2cc(C(=O)N3CCN(C(=O)c4ccco4)CC3)sc21
  i, i, i, i, i, ., i, i, 21, i, i
Cn1nnnc1SCC(=O)c1ccc2c(c1)OCCO2
  i, i, i, i, i, 3.3, i, i, 18, i, i
Cc1ccc(S(=O)(=O)N2CCN(S(=O)(=O)N3CCOCC3)CC2)cc1
  i, i, i, i, i, 0.2, i, i, 8, i, i
Cc1ccc(S(=O)(=O)/N=C(/Nc2ccc([N+](=O)[O-])cc2)c2ccccc2)cc1
  i, i, i, i, i, 0.3, i, i, 31, i, i
CCN(CC)CCn1c(=S)[nH]c2cc(C(=O)N3CC(C)CC(C)C3)ccc2c1=O (stereo unspecified)
  i, i, i, i, i, 0.5, i, i, 28, i, i
Cc1ccccc1OCc1nnc(SCC(=O)Nc2c(C)n(C)n(-c3ccccc3)c2=O)n1-c1ccccc1
  i, ., i, i, i, 0.0, i, i, 22, i, i
C=CC[n+]1c(-c2ccc(C)cc2)csc1Nc1c(C)n(C)n(-c2ccccc2)c1=O
  i, i, i, i, i, 0.0, i, i, 9, i, i
CCOC(=O)Cc1nnc(Nc2cccc(C)c2)c2ccccc12
  i, i, i, i, i, 1.7, i, i, 45, i, i
O=C(c1ccccc1Cl)N1CCN(c2ccccn2)CC1
  i, i, i, i, i, 0.4, i, i, 24, i, i
O=C(CSc1ncn[nH]1)c1cccc([N+](=O)[O-])c1
  i, i, i, i, i, -0.3, i, i, 35, i, i
O=S(=O)(Nc1ccccn1)c1ccc(C2CCCCC2)cc1
  i, i, i, i, i, 0.2, i, i, -18, i, i
COc1c(C(=O)NNC(=O)c2ccccc2Cl)csc1Br
  i, i, i, i, i, 2.4, i, i, 2, i, i
N#Cc1nnn(-c2cc(Cl)cc(Cl)c2)c1N
  i, i, i, i, i, -0.3, i, i, 9, i, i
COc1cccc(C(=O)NNC(=O)C(=O)Nc2ccc(C)cc2)c1
  i, ., i, i, i, 0.1, i, i, 14, i, i
OCCC1CN(C/C(Cl)=C/c2ccccc2)CCN1C1CCCC1 (stereo unspecified)
  i, i, i, i, i, -0.2, i, i, 7, i, i
CC(=O)Nc1ccccc1-c1nnn(CC(=O)Nc2ccc3c(c2)OCCO3)n1
  i, i, i, i, i, 0.1, i, i, 23, i, i
COC(=O)Cc1c(C)c2ccc(OCC(=O)N(C)C3CCS(=O)(=O)C3)cc2oc1=O (stereo unspecified)
  i, i, i, i, i, -0.4, i, i, 7, i, i
O=C(CN1C(=O)S/C(=C\c2ccccc2Cl)C1=O)NCCCn1ccnc1
  i, i, i, i, i, 0.9, i, i, 17, i, i
O=C(CCN1CCN(c2ccccc2)CC1)N/N=C/c1ccc(O)c(O)c1O
  ., i, i, i, i, -0.4, ., i, 49, i, .
S=C(NC1CCCCC1)N1CCn2cccc2C1c1cccnc1 (stereo unspecified)
  i, i, i, i, i, -1.2, i, i, 3, i, i
COc1ccccc1NC(=O)c1cc(S(=O)(=O)N2CCCC2)cn1C
  i, i, i, i, i, -0.3, i, i, 37, i, i
CCOC(=O)C1CCN(Cc2nc3ccc(Cl)cc3n2CCO)CC1
  i, i, i, i, i, 0.0, i, i, 4, i, i
CC(C)n1cc(CN2CCC(Oc3ccc(C(=O)N4CCCCC4)cc3)CC2)cn1
  i, i, i, i, i, -0.5, i, i, 13, i, i
COc1ccc(C(=O)Nc2ccc3c(c2)nc(CCNC(C)=O)n3C)cc1
  i, i, i, i, i, 1.7, i, i, 15, i, i
CC(C)OC(=O)c1ccc(COC(=O)CNC(=O)c2ccco2)cc1
  i, i, i, i, i, -0.3, i, i, -6, i, i
O=C(Cc1c(O)c2ccccc2[nH]c1=O)NC1CCCCCC1
  i, i, i, i, i, -0.3, i, i, 8, i, i
COc1ccc(CC(=O)NCc2nnc(SCc3ccc(C)cc3)n2C)cc1
  i, i, i, i, i, -0.2, i, i, 24, i, i
O=C(CSc1nnc(CNc2ccc(F)cc2)n1Cc1ccco1)N1CCOCC1
  i, ., i, i, i, -0.4, i, i, 27, i, i
Cc1ccc(C(=O)N/C(=C\c2ccc(-c3ccccc3[N+](=O)[O-])o2)C(=O)NCCCN2CCOCC2)cc1
  i, i, i, i, i, ., i, i, 2, i, i
O=C(Nc1ccccc1Cl)Nc1cccc2cccnc12
  i, i, i, i, i, 2.8, i, i, 24, i, i

Continued.
Screens in order: MrgX1 PAM, PolyA inhibitor, TRPC6 inh, TRPC4 potent, TRPC4 act, HIF act, MrgX1 ag, TRPC6 act, AI-2 QS mod, TRPC4 inh, MrgX1 antagonist
COc1ccc(-n2cc(-c3ccccc3)c3c(N4CCOCC4)ncnc32)cc1
  i, i, i, i, i, -1.0, i, i, 8, i, i
COc1ccc(C2C(C(=O)O)c3ccccc3C(=O)N2Cc2ccco2)cc1 (stereo unspecified)
  i, i, i, i, i, 0.0, i, i, 8, i, i
CCc1ccc(NC(=O)C2CC(=O)N=C(N)S2)cc1 (stereo unspecified)
  i, i, i, i, i, -0.7, i, i, 15, i, i
COC(=O)c1sccc1NC(=S)NCc1ccc(Cl)cc1
  i, i, i, i, i, -0.6, i, i, -35, i, i

Not all compounds are listed; rates above refer to the full screens.
